TEAD-YAP block: TEAD-YAP interaction inhibition, primary screen, TEAD-YAP interaction inhibitor project, luminescence, HEK-TIYL cells; inhibition, % at 9.12 µM; AID 1259422, 2018; actives 1.4% (n = 640,000); TEAD-Gal4/YAP UAS-luciferase luminescence; in the data active = inhibition above about 32%;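 also: 0% = median of test compound wells and 100% = reference inhibitor wells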
FBW7 activator: FBW7 E3 ligase activators, primary screen, biochemical, AlphaScreen, human. normalized activity (activation), % at 26.1 µM. actives 0.13% (n = 650,000). AlphaScreen FBW7–phospho-cyclin E peptide binding, activator screen; in the data active = normalized activity above about 1.9%;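 also: purified mutant Fbw7 with reduced substrate affinity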
MITF primary: MITF inhibitors, primary screen, biochemical, AlphaScreen, human; AID 1259374, 2018; actives 0.91% (n = 650,000); Microphthalmia-associated transcription factor (Homo sapiens), O75030; AlphaScreen MITF homodimerization, bead proximity signal; inhibition, % at 2.6 µM; in the data active = inhibition above about 50%;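 also: 0% = vehicle wells with protein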
Target sequence (O75030 whole entry, looked up): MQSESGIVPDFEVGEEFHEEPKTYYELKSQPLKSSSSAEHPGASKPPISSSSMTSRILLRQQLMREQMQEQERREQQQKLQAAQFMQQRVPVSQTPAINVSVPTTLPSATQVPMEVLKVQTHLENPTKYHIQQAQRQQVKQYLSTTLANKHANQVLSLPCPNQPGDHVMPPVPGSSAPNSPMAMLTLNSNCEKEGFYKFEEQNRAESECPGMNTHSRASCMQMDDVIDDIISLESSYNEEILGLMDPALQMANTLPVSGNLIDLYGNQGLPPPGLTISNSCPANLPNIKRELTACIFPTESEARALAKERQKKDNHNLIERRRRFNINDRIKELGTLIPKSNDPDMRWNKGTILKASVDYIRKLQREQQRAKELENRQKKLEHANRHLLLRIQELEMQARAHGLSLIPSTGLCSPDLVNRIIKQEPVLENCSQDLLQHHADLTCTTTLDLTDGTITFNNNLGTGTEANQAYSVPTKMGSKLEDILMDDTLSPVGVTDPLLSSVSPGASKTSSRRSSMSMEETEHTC
GPR151 activ: activators of human GPR151, primary screen, cell-based, PathHunter beta-arrestin, luminescence; PathHunter beta-arrestin GPR151 cells; activation, % at 11.2 µM; actives 1% (n = 650,000); AID 1508602, 2020; in the data active = activation above about 4.9%;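 also: 0% = median of compound wells and 100% = cells with positive control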
Target sequence (Q8TDV0 whole entry, looked up): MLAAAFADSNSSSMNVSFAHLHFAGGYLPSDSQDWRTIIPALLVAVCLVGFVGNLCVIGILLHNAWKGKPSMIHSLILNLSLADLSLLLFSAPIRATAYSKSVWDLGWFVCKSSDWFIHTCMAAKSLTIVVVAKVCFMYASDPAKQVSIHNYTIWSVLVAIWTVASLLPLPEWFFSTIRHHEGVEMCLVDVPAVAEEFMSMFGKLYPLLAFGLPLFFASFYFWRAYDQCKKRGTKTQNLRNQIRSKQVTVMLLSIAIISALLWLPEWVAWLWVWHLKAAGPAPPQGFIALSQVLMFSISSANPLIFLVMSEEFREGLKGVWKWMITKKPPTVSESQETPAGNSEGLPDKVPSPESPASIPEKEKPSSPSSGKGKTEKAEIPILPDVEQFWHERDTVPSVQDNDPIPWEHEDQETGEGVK
An asterisk follows results filed as active; & = joins results of further samples; ! = not confirmed by another sample.

Results follow in this order: TEAD-YAP block | FBW7 activator | MITF primary | GPR151 activ
Cc1ccc(C)c(-n2nnnc2Sc2nc([N+](=O)[O-])nn2C)c1
    7 | -0.1 | -2 | -0.8
COc1cccc(C2(CC(=O)N3CCCC(c4ccccc4)CC3)CC(=O)N(C)C2=O)c1 (stereo not given)
    -13 | -0.4 | -3 | 1.8
CCN(CC)C(=O)c1cn(CCC#N)nc1-c1ccc(OC)c([N+](=O)[O-])c1
    -3 | 0.3 | 7 | 21*
Cc1ccc(CNC(=O)CCN2C(=O)COc3ccccc32)cc1
    4 | -0.1 | -3 | 3.2
CCOc1ccc(CCNS(=O)(=O)c2ccc3c(c2)oc(=O)n3C)cc1OCC
    -4 | 0.3 | -5 | -0.1
CCOC(=O)C(=O)Nc1sc(C(=O)Nc2ccccc2)c(C)c1C(=O)OC
    -30 | 0.5 | 6 | -0.6
Cc1ccccc1OCC(=O)Nc1ccc2c(c1)C(=O)N(c1ccccc1)C2=O
    13 | 0.2 | 5 | -0.6
COc1cc(NS(=O)(=O)c2ccc(NC(=O)c3ccccc3-c3ccc(C(F)(F)F)cc3)cc2)nc(OC)n1
    0 | 0.0 | 10 | 0.5
COc1cc2nc(Nc3cnccn3)nc(NCCOc3ccccc3)c2cc1OC
    12 | 0.1 | 4 | 1.9
COC(CNC(=O)c1ccc2nc(C)c(C)nc2c1)OC
    -1 | 0.0 | -8 | 1.1
COC(=O)C1=CN(Cc2ccc(F)cc2)C=C(C(=O)OC)C1c1ccc(Cl)c([N+](=O)[O-])c1
    0 | -0.2 | 0 | -1.2
Cc1cccc(/C=C2\SC(=O)N(CC(=O)Nc3cccc(C)c3)C2=O)c1
    8 | 0.6 | 0 | 0.3
Cn1ccs/c1=N\S(=O)(=O)c1ccc(C(C)(C)C)cc1
    0 | 0.4 | -2 | 2.7
COC(=O)C1=C(C)N(c2ccc(F)cc2)CC1=O
    3 | 0.0 | 26 | 1.5
O=C1CSC(c2ccccc2)N1c1ccc2ccccc2c1 (stereo not given)
    -11 | -0.3 | 2 | 0.0
Cn1c(=O)c2c(ncn2CC(=O)Nc2ccccc2Sc2ccccc2)n(C)c1=O
    0 | 0.1 | 14 | -1.3
COc1ccc(C(=O)CSc2ccccn2)cc1
    -29 | 0.9 | 18 | -5.0
NS(=O)(=O)c1ccc(N/N=C/c2ccc(-c3ccccc3)cc2)c([N+](=O)[O-])c1
    2 | 0.1 | 3 | -1.3
Cc1cc(NC(=O)Cn2cc([N+](=O)[O-])cn2)n(-c2ccccc2)n1
    -13 | -0.1 | -3 | 2.6
CCCCCC(=O)N1c2ccccc2NC2=C(C(=O)CC(c3ccc(OC)c(OC)c3)C2)C1c1ccc(C(F)(F)F)cc1 (stereo not given)
    12 | 0.0 | 10 | 1.3

3 entries picked at random from the list so far:
Results follow in this order: TEAD-YAP block | FBW7 activator | MITF primary | GPR151 activ
COC(=O)C1=C(C)N(c2ccc(F)cc2)CC1=O
    3 | 0.0 | 26 | 1.5
Cn1ccs/c1=N\S(=O)(=O)c1ccc(C(C)(C)C)cc1
    0 | 0.4 | -2 | 2.7
COC(=O)C1=CN(Cc2ccc(F)cc2)C=C(C(=O)OC)C1c1ccc(Cl)c([N+](=O)[O-])c1
    0 | -0.2 | 0 | -1.2

Next part.
Results follow in this order: TEAD-YAP block | FBW7 activator | MITF primary | GPR151 activ
C=CCn1c2ccccc2c2nnc(SCC(=O)Nc3sc4c(c3C(=O)OCC)CCN(C)C4)nc21
    -6 | -0.1 | 1 | 0.8
Cc1cccc(N(C)C(=O)c2ccc(CNc3c(N4CCC(C)CC4)c(=O)c3=O)cc2)c1
    8 | 0.2 | 10 | -0.6
C=CCCC(=O)N(Cc1ccco1)Cc1cc2ccc(F)cc2nc1N(C)C
    -7 | 0.0 | 0 | -1.9
CC(C)CN(CC(C)C)C(=O)c1cc2ccccc2oc1=O
    2 | 0.0 | 2 | 3.0
O=C(NC1CCCC1)C1CCN(c2ccc(-n3cccn3)nn2)CC1
    2 | -0.3 | 4 | 1.1
COCCCN1C(=O)c2ccc(C(=O)Nc3ccc(F)cc3)cc2C1=O
    -4 | 0.2 | -2 | -1.1
NC(=S)N1N=C(c2ccccc2)CC1c1ccccc1 (stereo not given)
    -2 | -0.1 | 11 | 0.1
O=C(N1CCCCC1)C1(c2cccs2)CCOCC1
    6 | 0.0 | 20 | 1.0
Cc1cc(NC(=O)CSc2ccccc2)ccc1Cl
    -31 | 0.0 | 0 | 0.7
COc1ccc(-c2oc3ccccc3c(=O)c2OCC(=O)O)cc1
    -10 | -0.2 | -5 | -0.3

Full records from above. Values in the order: TEAD-YAP block	FBW7 activator	MITF primary	GPR151 activ
Shown for Cc1ccccc1OCC(=O)Nc1ccc2c(c1)C(=O)N(c1ccccc1)C2=O = 13	0.2	5	-0.6
Shown for CCOc1ccc(CCNS(=O)(=O)c2ccc3c(c2)oc(=O)n3C)cc1OCC = -4	0.3	-5	-0.1

Continuation.
Results follow in this order: TEAD-YAP block | FBW7 activator | MITF primary | GPR151 activ
CCc1ccc(N2C(=O)NC(=O)C(Cc3ccc(OC)c(OC)c3)C2=O)cc1 (stereo not given)
    -4 | 0.1 | 2 | 0.2
Cc1ccc(-n2c(C)c([N+](=O)[O-])c3ccc(O)c(CN(C)C)c32)cc1
    19 | -0.2 | 3 | 0.7
CCOc1ccc(C(=O)Nc2nnc(S(=O)(=O)N3CCCCC3)s2)cc1
    -16 | 0.1 | 9 | 5.0*
COc1cc(C2NC(=S)NC(C)=C2C(C)=O)cc(Br)c1O (stereo not given)
    -10 | 0.0 | -5 | -2.9
COCCNC(=O)CCCOc1cc(=O)n(C)c2ccccc12
    -5 | 0.3 | -8 | 0.8
CCCNC(=O)Cc1cn(-c2ccc(N3CCCC(C(=O)N(CC)CC)C3)nn2)c2ccccc12 (stereo not given)
    0 | 0.0 | -2 | -0.2
COC(=O)c1ccc(NC(=O)CC2C(=O)N(C)C(=S)N2Cc2ccc(F)cc2)cc1 (stereo not given)
    1 | -0.1 | 9 | -0.2
CCN(CC)C(=O)CC1(C)NC(=S)N(c2ccccc2)N1 (stereo not given)
    2 | 0.0 | 15 | 0.0
COc1ccc(-c2cc(-c3ccccc3)nc(SCc3ccccc3C)c2C#N)cc1
    -10 | -0.1 | -9 | 0.6
COC(=O)c1sc2nc(C)nc(SCN3C(=O)c4ccccc4C3=O)c2c1C
    4 | 0.0 | -2 | 0.0

(list continues)
compound,TEAD-YAP block,FBW7 activator,MITF primary,GPR151 activ
CCOc1cc(/C=C/c2nc(O)c([N+](=O)[O-])c(=O)[nH]2)ccc1OCC(N)=O,14,0.1,16,-0.1
COc1ccccc1C1/C(=C(/O)c2ccccc2)C(=O)C(=O)N1Cc1cccnc1 (stereo not given),1,0.1,3,0.6
O=C(Nc1cccc([N+](=O)[O-])c1)Nc1cccc([N+](=O)[O-])c1,8,-0.2,10,0.2
O=C(CCCCCn1c(=S)[nH]c2cc3c(cc2c1=O)OCO3)N1CCN(Cc2ccccc2)CC1,9,0.1,15,-0.6
NC(=O)CC(NS(=O)(=O)c1ccc(Cl)cc1)c1ccc(F)cc1 (stereo not given),7,-0.1,-2,0.8
O=C(COC(=O)c1ccccc1Cl)NC1CC1,7,0.0,2,-1.1
O=C1CCCN1CCn1cnc2c(NCc3cccc(C(F)(F)F)c3)nc(N3CCC(N4CCOCC4)CC3)nc21,-13,-0.1,-3,0.6
O=C(NCCCN1CCCC1=O)C(=O)NCC(c1ccco1)N1CCOCC1 (stereo not given),-4,-0.2,0,0.0
Cc1ccc(S(=O)(=O)N2CCCC(C(=O)NCCO)C2)cc1 (stereo not given),5,0.1,-6,0.0
Fc1cccc(Cl)c1Cn1nnc2c(N3CCC4(CC3)OCCO4)ncnc21,4,0.1,3,-0.3
O=C(N/N=C/c1cccc(F)c1)c1ccncc1,-2,-0.1,-8,-0.1
O=[N+]([O-])c1c(Nc2ccc(Br)cc2)ccc2nonc12,5,0.0,-7,1.0
[O-][n+]1c2c(c3c4non(O)c4ccc31)CCCC2,10,-0.2,-4,-0.2
CC(C)c1ccc(NC(=O)CSc2nc3ccsc3c(=O)n2Cc2ccccn2)cc1,-8,-0.6,5,2.0
CCCCCc1ccc(-c2ccc(=O)[nH]n2)cc1,-21,-0.1,2,0.0
Cc1ccc(F)c(NC(=O)c2cc3c4c(sc3nc2N)CN(C)CC4)c1,-3,-0.2,0,-0.6

Overlap with the part before: 2 entries, then new ones.
compound,TEAD-YAP block,FBW7 activator,MITF primary,GPR151 activ
CCCCCc1ccc(-c2ccc(=O)[nH]n2)cc1,-21,-0.1,2,0.0
Cc1ccc(F)c(NC(=O)c2cc3c4c(sc3nc2N)CN(C)CC4)c1,-3,-0.2,0,-0.6
Cc1ccc(C)c(NC(=O)c2cc(S(=O)(=O)NCc3ccccc3)ccc2F)c1,5,-0.1,8,0.7
O=C(CNC1CCCCCC1)Nc1ccc(S(=O)(=O)NC2CC2)cc1,2,-0.2,5,-0.8
CC(C)(C)c1ccc(N2CC(C(=O)Nc3ccccc3C(C)(C)C)CC2=O)cc1 (stereo not given),-10,0.0,8,-0.1
Cc1ccc(NC(=O)/C=C/c2ccco2)cc1F,-78,0.0,5,1.8
O=C1C2C3CCC(C3)C2C(=O)N1c1ccc(O)cc1 (stereo not given),-4,0.0,3,2.5
Cc1nc(CSc2nc(-c3ccccc3)cc(-c3ccccc3)c2C#N)no1,-5,0.1,-4,1.4
CCc1cc2c(=O)c(-c3ccc4c(c3)OCCO4)coc2cc1OCC(N)=O,19,0.7,5,1.5
Cc1ccccc1OCc1nc(-c2ccc(NC(=O)c3ccco3)cc2)no1,-67,-0.1,19,-0.5
CC(C)(C)C(=O)CSc1nc2ccccc2c(=O)n1CCCN1CCN(c2cccc(Cl)c2)CC1,8,-0.1,0,0.0
COc1cc(C)nc(N(CC(N)=O)S(=O)(=O)c2ccc(C)cc2)n1,5,0.0,5,-0.5
CO[C@H]1C[C@H](O[C@H]2[C@H](C)[C@@H](OC3O[C@H](C)C[C@H](N(C)C)[C@H]3OC(C)=O)[C@@H](C)C[C@]3(CO3)C(=O)[C@H](C)[C@@H](OC(C)=O)[C@@H](C)[C@@H](C)OC(=O)[C@@H]2C)O[C@@H](C)[C@@H]1OC(C)=O (stereo not given in full),-3&9,0.4&0.1&0.0,11&9&9,6.3*!
CCOc1ccc(NC(=O)C(C)Sc2ccccc2)cc1 (stereo not given),-27,0.0,-13,0.5
COc1cc(N)c(Cl)cc1C(=O)OCC(=O)NC(C)CCc1ccccc1 (stereo not given),0,-0.1,5,1.2
COc1cc(/C=N/NC(=O)Cc2c[nH]c3ccccc23)ccc1O,3,0.0,-1,0.9
c1ccc(-c2cc(NCCCN3CCOCC3)nc(-c3ccncc3)n2)nc1,4,-0.1,-4,-1.1
O=C(Cn1c(S(=O)(=O)Cc2ccccc2)nc2ccccc21)N1CCOCC1,4,0.2,12,-2.8
COc1ccc(NC(=O)c2c(NCc3ccc(OC)c(OC)c3OC)sc3c2CCC(C)C3)c(OC)c1 (stereo not given),14,-0.1,5,0.7
Cc1ccc(Nc2ncnc(N)c2[N+](=O)[O-])cc1C,8,0.1,-1,1.4
Cc1nnc(-c2ccc(Oc3ccc(Cl)cc3)c([N+](=O)[O-])c2)o1,2,0.0,-1,1.3
COc1cc2c(C#N)c(N3CCN(C(=O)c4ccco4)CC3)nc(N)c2c(N)n1,-34,0.0,16,2.2
CCOc1ccccc1C(=O)NC(NC1CCCCC1)(C(F)(F)F)C(F)(F)F,8,-0.1,-4,-0.6
COc1cc(NC(=O)c2cccc(-n3cc(NS(=O)(=O)c4ccc5ccccc5c4)cn3)c2)cc(OC)c1OC,13,-0.1,3,1.9
Cn1ccnc1SCc1cc(=O)c(OC(=O)c2cccc3ccccc23)co1,3,-0.1,7,-0.9
N#CC1=C(SCC(=O)Nc2ccc(F)cc2)NC(=O)CC1c1ccc(F)cc1 (stereo not given),3,0.1,16,-0.9
CCn1c(=O)c2c(nc(SCC(=O)Nc3ccc(F)cc3)n2C)n(C)c1=O,2,0.0,3,-0.6
O=C1c2ccccc2C(Nc2ccc(S(=O)(=O)N3CCCCC3)cc2)N1c1ccccn1 (stereo not given),5,0.6,6,-0.1
CC1CCCCN1c1nc2c(c(=O)[nH]1)CCN(Cc1c[nH]c3ccccc13)C2 (stereo not given),5,0.5,13,1.4
CCOc1cc(C2C(C#N)=C(N)OC3=C2C(=O)CCC3)ccc1OC (stereo not given),5,0.9,14,-1.9
COc1ccc(-c2nnc(C)o2)cc1,-26,0.0,0,-4.3
Cc1ccc(C(=O)NC(Nc2ccccc2F)C(=O)c2ccccc2)cc1 (stereo not given),-12,-0.1,-25,-0.6
Cc1cccc(C)c1NC(=O)COC(=O)/C=C/c1ccc(Br)o1,10,0.2,2,2.3
Cc1nc(COC(=O)c2cc(S(=O)(=O)NCC(C)C)c(Cl)cc2Cl)cs1,6,-0.1,-9,-0.9
O=C(Cc1cccc2ccccc12)Nc1nncs1,-2,0.0,9,-1.2
COc1ccc(C(=O)Nc2ccc(NC(=O)c3ccccn3)cn2)cc1,0,-0.2,-6,0.7
Fc1cnc(Nc2ccc(N3CCOCC3)cc2)nc1-c1cccc(N2CCOCC2)c1,-8,0.3,-1,-0.1
c1ccc2c(c1)CC(c1cnc3ccc(-c4cn[nH]c4)cc3n1)CO2 (stereo not given),-4,0.4,9,-1.8
Cc1ccc(C(=O)NCc2ccccc2)cc1C,-33,-0.4,-10,1.4
COc1ccc(/C=N/NC(=O)CSCc2ccc(Cl)cc2)cc1OC,-14,0.0,22,-0.7

Screening data: PubChem, The Scripps Research Institute Molecular Screening Center

Rows are unselected; any-hit rate near 3.4%.
